# From PubChem
# CXCR6 inh = CXCR6 (human) receptor inhibition; O00574; CHO-K1 PathHunter CXCR6 beta-arrestin, luminescence; inhibition, % at 20 µM; actives 0.36% (n = 360,000); in the data active = inhibition above about 34%, passing the limit was not always enough;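 note: antagonist mode with CXCL16 agonist at 10 nM final; 0% = 10 nM CXCL16 with DMSO and 100% = unstimulated wells without agonist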
# Target sequence (O00574 whole entry, looked up): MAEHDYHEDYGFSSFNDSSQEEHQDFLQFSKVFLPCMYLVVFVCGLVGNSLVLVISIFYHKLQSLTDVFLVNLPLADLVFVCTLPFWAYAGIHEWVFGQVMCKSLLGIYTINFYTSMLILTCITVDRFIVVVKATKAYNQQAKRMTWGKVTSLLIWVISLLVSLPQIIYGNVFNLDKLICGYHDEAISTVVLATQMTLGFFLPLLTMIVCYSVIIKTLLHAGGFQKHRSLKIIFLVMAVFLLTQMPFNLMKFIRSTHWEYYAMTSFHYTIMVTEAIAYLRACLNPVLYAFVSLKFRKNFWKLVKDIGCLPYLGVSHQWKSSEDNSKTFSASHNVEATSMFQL
# Gli-Sufu antag = Gli-Sufu pathway antagonism. inhibition, % at 5 µM. actives 0.74% (n = 340,000). AID 588413. Sufu-KO-LIGHT fibroblasts, Gli luciferase reporter luminescence;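 active = inhibition above about 55%, limit read from the data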;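 note: 0% = DMSO-treated cells and 100% = wells with medium but no cells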
# Jurkat NFkB inh = lowers PMA/ionomycin-induced NF-kB signal in Jurkat cells | PMA/ionomycin-induced NF-kB luciferase reporter, luminescence | inhibition, % at 4 µM | actives 0.53% (n = 330,000); in the data active = inhibition above about 50%
# EBI2 block = EBI2 (human) antagonism. AID 651636. actives 0.81% (n = 360,000). P32249. EBI2 beta-arrestin recruitment, luminescence, 7a,25-OHC stimulated. inhibition, % at 5 µM; in the data active = inhibition above about 38%;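 note: enzyme fragment complementation signal reports receptor beta-arrestin coupling in cells; 0% = agonist plus DMSO wells and 100% = wells without agonist; some results beyond the cut were filed as inactive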
# Target sequence (P32249 whole entry, looked up, the tested form may be a part): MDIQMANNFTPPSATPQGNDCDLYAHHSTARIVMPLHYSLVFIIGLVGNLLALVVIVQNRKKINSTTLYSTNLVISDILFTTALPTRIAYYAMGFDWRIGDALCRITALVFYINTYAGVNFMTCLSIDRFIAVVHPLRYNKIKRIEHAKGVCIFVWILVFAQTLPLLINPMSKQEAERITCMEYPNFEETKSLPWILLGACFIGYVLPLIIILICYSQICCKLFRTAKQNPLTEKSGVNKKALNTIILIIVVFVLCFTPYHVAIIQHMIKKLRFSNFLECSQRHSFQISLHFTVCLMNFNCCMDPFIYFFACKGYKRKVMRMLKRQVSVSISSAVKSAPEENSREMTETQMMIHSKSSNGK
# 697 NFkB inh = inhibitors of the PMA/ionomycin-induced NF-kB reporter in 697 B cells | 697 B-cell NF-kB luciferase reporter, 16 h | inhibition, % at 4 µM | actives 0.33% (n = 330,000) | AID 435022; in the data active = inhibition above about 35%
# UBC13 inh = human UBC13 polyubiquitination inhibition. UBC13 polyubiquitin chain formation, TR-FRET. actives 0.47% (n = 330,000). inhibition, % at 20 µM; in the data active = inhibition above about 45%, passing the limit was not always enough; inconclusive = no clear call, values can overlap the other calls
# CCR6 antag = CCR6 (human) receptor antagonism. AID 493098. actives 0.49% (n = 340,000). CHO-K1 CCR6 PathHunter beta-arrestin, luminescence, CCL20-stimulated. P51684. inhibition, % at 20 µM;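 active = compounds whose inhibition of the agonist-driven luminescence signal at 20 µM reaches about 50%, limit read from the data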;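 note: cells stimulated with CCL20 at 14 nM final; plate controls were DMSO with CCL20 for no effect and DMSO without agonist for full effect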
# Target sequence (P51684 whole entry, looked up): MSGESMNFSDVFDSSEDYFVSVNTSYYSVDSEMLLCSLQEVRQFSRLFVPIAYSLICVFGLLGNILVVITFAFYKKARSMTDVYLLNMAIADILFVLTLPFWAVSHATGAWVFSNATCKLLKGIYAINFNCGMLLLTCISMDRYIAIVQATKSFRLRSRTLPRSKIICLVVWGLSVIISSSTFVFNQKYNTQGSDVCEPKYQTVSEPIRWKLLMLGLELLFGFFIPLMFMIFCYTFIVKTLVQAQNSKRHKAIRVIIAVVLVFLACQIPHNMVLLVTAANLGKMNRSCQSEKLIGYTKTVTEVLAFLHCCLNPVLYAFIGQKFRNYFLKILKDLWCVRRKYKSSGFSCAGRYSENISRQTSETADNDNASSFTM
# APJ antag = APJ receptor antagonism. CHO-K1 APJ beta-arrestin complementation, luminescence. P35414. actives 0.32% (n = 330,000). inhibition, % at 20 µM;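 active = inhibition above about 40% at 20 µM, limit read from the data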;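 note: cells challenged with 10 nM apelin-13 agonist together with compound; plate controls were apelin-13 plus DMSO wells for no effect and DMSO wells lacking apelin-13 for full effect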
# * hit, by the source's call; ? = inconclusive; · = no result given.
SMILES,CXCR6 inh,Gli-Sufu antag,Jurkat NFkB inh,EBI2 block,697 NFkB inh,UBC13 inh,CCR6 antag,APJ antag
O=C(Nc1ccccc1)Nc1ccc(Br)c(Cl)c1,-14.2,11.5,-51.1,1.0,-53.4,11.0,4.2,-10.0
Cc1cc(C(=O)CCl)c(C)n1CCc1ccccc1,·,-4.7,32.6,·,12.4,6.7,-16.5,-18.5
NC(=O)c1ccc(OCc2ccccc2)nc1,-2.8,-42.9,·,4.1,·,·,-0.8,·
O=C(COc1ccccc1[N+](=O)[O-])Nc1ccc(CN2CCOCC2)cc1,-0.9,4.0,15.0,-4.0,2.9,0.5,-4.4,15.2
CCCCn1c(SCC(=O)NCCOC)nc2ccc(N3CCOCC3)cc2c1=O,-12.6,8.3,-11.6,0.8,-13.9,-1.2,1.8,-21.5
Cc1ccc(-c2nnc(SCC(=O)Nc3cccc(C(=O)N4CCOCC4)c3)n2C)cc1,1.6,4.7,5.2,-6.5,-5.1,4.3,-19.2,2.1
CSc1nc(-c2ccc(Cl)cc2)nn1C(=O)c1ccccc1,-7.4,-26.3,-28.3,11.3,-65.1,-11.5,-26.9,-17.2
NS(=O)(=O)c1cc(C(=O)OCC(=O)Nc2ccc3c(c2)OCO3)ccc1Cl,3.7,-4.3,-10.6,-6.3,12.8,-18.5,-1.7,-3.4
c1ccc2c(-c3nc4ncccc4o3)cccc2c1,3.8,-11.3,-12.7,-13.0,-16.4,16.1,1.7,0.7
CC(=O)N1CCc2cc(Br)cc(S(=O)(=O)N3CCc4ccccc43)c21,1.8,4.7,-6.2,3.4,-15.6,-0.7,5.2,-6.7
O=C1N(Cc2ccc(F)cc2)CCN1c1ccc(F)cc1,-0.2,-21.9,-20.5,0.2,-24.0,2.9,-2.0,0.4
Cc1cc(SCC(=O)Nc2cccnc2Cl)nc2ccccc12,2.9,-4.6,23.3,13.7,-15.5,?,11.2,11.7
Cc1cc(O)c(/C=N/Nc2ccccc2Cl)c(=O)o1,6.7,0.1,0.4,-5.6,12.6,-0.6,-1.0,2.2
CCCCN(C(=O)COC(=O)c1nc2nc(C)cc(C)n2n1)C1CCS(=O)(=O)C1 (stereo unspecified),2.4,-0.9,1.0,-7.2,8.6,-6.2,7.0,-16.8
O=C(c1ccc(Cn2c(=O)[nH]c3ccccc3c2=O)cc1)N1CCN(c2ccccn2)CC1,-9.6,5.4,8.6,2.4,8.2,9.7,-10.7,-0.2
CCOC(=O)CSc1nc2cc3c(cc2cc1CC)OCCO3,-5.0,44.2,-14.2,-7.1,-5.1,9.4,-7.8,5.4
CC(C)(O)[C@@H]1[C@@H]2C[C@@]3(CC[C@]4(C)C(CCC5[C@@]6(C)CC[C@H](O)C(C)(C)C6CC[C@]54C)[C@@H]13)C(=O)O2 (stereo partly specified),1.8,-3.2,1.4,-10.6,22.3,1.3,-0.5,13.0
COc1cccc(-n2nnnc2SCC(=O)Nc2cccc(C)n2)c1,6.0,-4.2,6.7,0.5,10.9,0.7,-6.6,13.8
NC(=O)c1ccsc1NC(=O)COC(=O)Cc1c[nH]c2ccccc12,-10.7,13.7,2.6,3.4,-3.2,10.6,2.5,-2.8
COC(=O)CN1C(=O)Nc2ccc(C)cc2C1c1ccccc1 (stereo unspecified),2.5,5.1,-13.6,-2.8,-0.3,-6.8,-0.6,-1.8
CCOc1cc(S(=O)(=O)N2CCCCC2)ccc1F,-0.3,-1.9,8.5,-6.7,8.8,13.4,-7.5,-6.9
O=C(NCCCN1CCOCC1)c1ccc(NC(=O)C2COc3ccccc3O2)cc1 (stereo unspecified),5.4,-14.9,-15.2,-8.5,-28.6,-4.0,10.9,17.0
Cc1cccc(OCCOC(=O)C2CCN(S(=O)(=O)c3cccs3)CC2)c1,7.9,-4.6,0.0,18.8,19.4,2.8,6.4,9.0
O=c1c2cnn(-c3ccccc3Cl)c2ncn1Cc1cccnc1,29.4,-0.1,0.4,-3.7,-22.0,-10.7,4.7,14.3
Cn1c(SCC(=O)NN2C(=O)NC(C)(c3ccccc3)C2=O)nnc1-c1ccncc1 (stereo unspecified),-7.2,-4.2,-9.1,-3.6,-7.6,-9.3,1.3,-4.2
# Next entries
SMILES,CXCR6 inh,Gli-Sufu antag,Jurkat NFkB inh,EBI2 block,697 NFkB inh,UBC13 inh,CCR6 antag,APJ antag
COc1ccc(Nc2nc3c(C)cccc3cc2C#N)cc1,-5.0,19.4,-27.8,3.7,-8.0,17.3,3.1,-4.3
CC(c1nnc(SCC(=O)Nc2ccc3[nH]c(=O)[nH]c3c2)n1Cc1ccccc1)N(C)C (stereo unspecified),-3.5,-0.8,-7.5,-9.2,11.5,-6.4,-8.5,3.8
Cc1ccc(S(=O)(=O)N2CCN(C3CC4CCC3C4)CC2)cc1 (stereo unspecified),-0.6,1.1,16.9,-2.3,13.6,1.4,12.6,-2.8
O=C(NCC1CCCO1)C(=O)N/N=C\c1ccc2c(c1)OCO2 (stereo unspecified),-2.8,-11.7,-5.0,-9.8,2.6,-9.9,12.8,7.7
Cc1cccc(N(CC(=O)NCCSCc2ccccc2)S(C)(=O)=O)c1C,3.0,1.4,-1.6,2.5,-2.6,9.3,16.4,3.8
CCc1ccc(OCC(O)CNC(C)(C)C)cc1 (stereo unspecified),-1.0,-24.7,0.4,-14.0,9.7,1.4,5.3,-17.6
COc1ccc(-c2cn(Cc3ccc(C(N)=O)cc3)c(-c3ccc(Cl)nc3)n2)cc1,-8.0,-13.8,-14.0,3.1,-57.5,4.4,1.2,-5.3
FC(F)(F)c1nc(Sc2ncccc2C(F)(F)F)n[nH]1,6.0,6.3,6.8,6.5,7.6,2.4,16.0,-9.4
C=CCn1c(SCC(=O)c2ccc(O)c(O)c2)nnc1-c1cccc(C)c1,-9.6,18.9,-2.3,-4.9,-13.2,15.6,-1.8,-10.1
Cc1cc(C)c2c(n1)nn1c(NCCN3CCOCC3)cc(C)nc21,-2.0,4.4,4.8,-5.5,2.6,10.0,7.8,5.2
COC(=O)CCC(=O)OC1(C)C(=O)C2=CN(C(CO)CO)C(c3ccc(OC)cc3)=CC2=C(Br)C1=O (stereo unspecified),·,·,12.8,·,8.4,-98.0,·,-16.8
CCOC(=O)c1c(CSc2ccc(C)cc2)oc2ccc(O)cc12,1.6,-5.4,6.5,20.2,-14.4,17.6,18.2,-29.5
CCOC(=O)CN1C(=O)C(O)(CC(=O)c2ccc3c(c2)CCCC3)c2ccccc21 (stereo unspecified),-6.8,-11.5,-6.8,0.6,-21.7,-4.5,0.3,-4.8
O=C(c1ccccc1)c1ccc(OCC(O)CNCc2ccc(Cl)cc2)cc1 (stereo unspecified),-2.1,5.2,-26.4,-2.6,-33.7,20.3,-1.9,-6.1
Cc1ccc(C(=O)NN=C2CCCC2)cc1C,4.7,0.0,0.3,-11.6,14.5,-4.7,7.0,-18.8
CCC(Sc1nc(N)c(NC(=O)c2ccc(OC)c(OC)c2)c(=O)[nH]1)C(=O)OC (stereo unspecified),-3.3,4.1,-6.6,-9.2,7.9,-5.6,-1.4,0.1
Oc1ccc(N=Cc2cc(Br)c(N3CCOCC3)o2)cc1,-8.9,-0.2,3.0,-13.6,6.5,-16.0,8.8,6.1
O=C1Nc2ccccc2SC(c2ccccc2)C1O (stereo unspecified),-9.3,-5.9,-2.8,-8.2,-1.4,10.0,7.8,4.6
Oc1ccccc1C1=NN(c2ccccc2)C(c2ccccc2)C1 (stereo unspecified),-8.3,2.2,-13.0,14.9,-27.3,10.8,13.7,-22.5
CC1=C(C(=O)Nc2ccccc2)C(c2ccc(N(C)C)cc2)NC(=O)N1 (stereo unspecified),-3.3,2.9,-9.9,-9.0,-20.8,-10.3,-6.8,7.6
Cc1ccc2c(c1)c1c3n2CCCNC3CCC1 (stereo unspecified),5.7,1.1,10.9,-1.1,0.4,-2.8,4.8,3.7
COC(=O)CSc1nc(-c2cccs2)ccc1C#N,-2.1,1.2,-152.6,16.4,-84.9,12.0,-9.3,1.7
Cc1ccc(S(=O)(=O)NNC(=O)c2cnn(-c3ccccc3)c2C(F)(F)F)cc1,0.9,-3.0,6.0,1.8,-10.7,-0.8,-3.9,9.7
Cc1cc(C)nc(N/N=C/c2c(C)oc3ccccc23)n1,-3.0,-1.4,13.2,8.0,34.7,0.9,4.3,12.9
COc1ccccc1Nc1ccc(N)cc1,8.6,24.1,16.9,-1.0,8.6,2.9,-7.8,2.2

# An excerpt from above in order of formula weight, lowest first.
SMILES,CXCR6 inh,Gli-Sufu antag,Jurkat NFkB inh,EBI2 block,697 NFkB inh,UBC13 inh,CCR6 antag,APJ antag
CCc1ccc(OCC(O)CNC(C)(C)C)cc1 (stereo unspecified),-1.0,-24.7,0.4,-14.0,9.7,1.4,5.3,-17.6
FC(F)(F)c1nc(Sc2ncccc2C(F)(F)F)n[nH]1,6.0,6.3,6.8,6.5,7.6,2.4,16.0,-9.4
O=C(NCC1CCCO1)C(=O)N/N=C\c1ccc2c(c1)OCO2 (stereo unspecified),-2.8,-11.7,-5.0,-9.8,2.6,-9.9,12.8,7.7
Cc1cc(C)c2c(n1)nn1c(NCCN3CCOCC3)cc(C)nc21,-2.0,4.4,4.8,-5.5,2.6,10.0,7.8,5.2
CC(c1nnc(SCC(=O)Nc2ccc3[nH]c(=O)[nH]c3c2)n1Cc1ccccc1)N(C)C (stereo unspecified),-3.5,-0.8,-7.5,-9.2,11.5,-6.4,-8.5,3.8

# Full records from above. Values in the order: CXCR6 inh	Gli-Sufu antag	Jurkat NFkB inh	EBI2 block	697 NFkB inh	UBC13 inh	CCR6 antag	APJ antag
# `O=C(NCC1CCCO1)C(=O)N/N=C\c1ccc2c(c1)OCO2` (stereo unspecified) as listed: -2.8	-11.7	-5.0	-9.8	2.6	-9.9	12.8	7.7
# `CCOC(=O)c1c(CSc2ccc(C)cc2)oc2ccc(O)cc12` as listed: 1.6	-5.4	6.5	20.2	-14.4	17.6	18.2	-29.5

# The listing continues:
SMILES,CXCR6 inh,Gli-Sufu antag,Jurkat NFkB inh,EBI2 block,697 NFkB inh,UBC13 inh,CCR6 antag,APJ antag
Cc1ccc(-c2csc(NCCn3c(-c4ccncc4)nc4ccccc43)n2)cc1,-0.5,7.4,16.1,13.7,8.5,17.6,3.8,-1.3
COc1cc(C)c(Cl)cc1S(=O)(=O)N1CCCC1,-0.1,5.4,-8.5,-5.2,-2.4,-5.9,-1.0,20.7
COCCNC(=O)c1ccc(CN2CCC(Cc3ccccc3)CC2)cc1,10.2,-3.6,0.7,-0.6,-14.5,2.7,21.8,7.9
COc1ccccc1OCc1ccc(C(=O)Nc2ccccc2F)cc1,-0.9,-14.4,-52.1,-3.6,-8.4,-5.6,12.8,-0.3
CCC(C)[C@H](NC(=O)N1CC(=O)Nc2ccccc21)C(=O)N1CCC[C@H]1C(=O)O (stereo partly specified),2.9,-17.2,6.7,0.4,10.6,-2.5,-1.7,-51.2
Fc1cc(F)c2nc(Nc3nc4c(F)cccc4s3)sc2c1,-16.5,4.6,·,-10.8,·,·,-16.7,·
Cc1ccc(C(=O)OCC(=O)Nc2ccc(Cl)cn2)cc1S(=O)(=O)N1CCOCC1,-6.4,-6.6,3.4,-16.1,13.8,0.1,1.1,-8.4
CCn1c(C(=O)O)c(CC(=O)N(C)c2ccc(OC)cc2OC)c2ccccc21,-11.1,-1.2,2.8,-4.5,12.9,-1.1,-9.4,14.7
O=C(Nc1ccncc1)c1cc(F)cc(F)c1,4.6,3.1,23.1,-6.2,14.8,6.4,0.9,13.8
COc1ccc(C(=O)N2CCN(c3ccc([N+](=O)[O-])c(NCCc4ccc(OC)c(OC)c4)c3)CC2)cc1,7.9,78.8*,73.4*,29.0,15.3,-18.4,14.3,16.6
Cc1cccc(-n2ncc3c2CCCC3NC(=O)Cc2c(C)noc2C)c1C (stereo unspecified),-13.4,59.1*,26.6,-1.3,-16.8,7.1,-13.6,-3.4
O=C(CN1C(=O)NC2(CCCC2)C1=O)Nc1cccc(-c2nnc3n2CCCCC3)c1,-7.3,-4.6,-2.8,3.8,12.4,1.5,-3.3,3.8
